High-throughput results deposited in PubChem BioAssay by several laboratories.
TbMetRS inhib = blocks T. brucei methionyl-tRNA synthetase activity. AID 624268. hit rate 0.4% among 360,000. purified T. brucei MetRS, ATP depletion, Kinase-Glo luminescence. inhibition, % at 11.9 µM;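 active means inhibition above a per-plate cutoff of the control wells' mean inhibition plus 3 SD, cut at about 5.5% in these data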;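 further: 0% = DMSO wells median and 100% = median of wells with control inhibitor compound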
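Measured by: Kinase-Glo luciferase luminescence reporting remaining unconsumed ATP. Material: purified T. brucei MetRS enzyme. Doses: 11.9 µM compound single dose, 0.9% DMSO. Medium: HEPES buffer containing pyrophosphatase, BSA, spermine, DTT. Times: 15 min preincubation, 2 h reaction, all 25 °C. Reagent: methionine, ATP and bulk E. coli tRNA.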
STEP block = blocks human striatal-enriched tyrosine phosphatase | P54829 | recombinant STEP, OMFP fluorogenic substrate, fluorescence | inhibition, % at 20 µM | hit rate 0.25% among 360,000;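 active means inhibition at 20 µM, scaled per plate between control wells, above about 37%, limit read from the data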;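 further: 0% = DMSO with enzyme and substrate and 100% = substrate only without enzyme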
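System: STEP (striatal-enriched tyrosine phosphatase) enzyme, cell-free; medium: Bis-Tris pH 6.0 buffer with DTT, detergent; dosing: 20 µM, 1% DMSO; times: reaction 20 min, ambient temperature; detection: fluorescence, 480/540 nm; read-out basis: normalized % inhibition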
Scp1 inh = Scp-1 (human) phosphatase inhibition. hit rate 0.88% among 340,000. Q9GZU7. inhibition, % at 20 µM. Recombinant Scp1, phosphopeptide, malachite green phosphate absorbance;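 active means inhibition above about 50% at 20 µM, limit read from the data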;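 further: plate controls were DMSO wells with enzyme for no effect and wells lacking enzyme for full effect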
Target sequence (Q9GZU7 76-261 limits assumed): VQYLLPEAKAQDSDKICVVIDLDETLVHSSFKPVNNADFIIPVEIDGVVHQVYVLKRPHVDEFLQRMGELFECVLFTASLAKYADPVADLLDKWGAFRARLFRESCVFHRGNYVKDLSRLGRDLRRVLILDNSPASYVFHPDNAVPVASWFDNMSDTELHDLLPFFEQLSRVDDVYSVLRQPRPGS
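Times: enzyme reaction 45 min at room temperature, colour 5 min, stabilisation 30 min. Material: SCP-1 catalytic fragment, aa 76-261. Medium: Acidic Tris acetate buffer with magnesium and detergent. Signal: colorimetric free-phosphate detection, absorbance 630 nm. Read-out basis: % inhibition of SCP-1 phosphate liberation. Reagent: Phosphorylated 17-residue peptide substrate.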
CendR NRP1 mod = modulators of CendR peptide binding to human neuropilin-1 | O14786 | inhibition, % at 25 µM | hit rate 0.85% among 360,000 | FAM-RPARPAR peptide binding to NRP-1, fluorescence polarization;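 active means inhibition or corrected inhibition above about 18%, plus a signal ratio from 0.5 to 1.5, limit read from the data, passing the limit was not always enough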; further: strong numbers were not always called active
LMPTP block = LMPTP (human) inhibition; hit rate 0.22% among 360,000; recombinant LMPTP-A, OMFP fluorogenic substrate, fluorescence intensity; inhibition, % at 20 µM;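 active means compounds that cut the enzyme signal by at least half of the control window in the single-dose screen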;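 further: plate controls were DMSO wells with enzyme plus substrate for no effect and substrate without enzyme for full effect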
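Test system – LMPTP-A phosphatase enzyme · Quantity – 0.625 nM LMPTP-A final · Reagent – OMFP substrate, 400 µM final · Dosing – one test concentration per compound, 20 µM, with 3% DMSO overall · Timing – 50 min enzyme reaction at room temperature, protected from light · Detection – fluorescence intensity · Controls – substrate-only low control, DMSO enzyme-plus-substrate high control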
eLon inh = E. coli protease La inhibition. purified E. coli Lon protease, fluorescence polarization. inhibition, % at 7.94 µM. hit rate 0.42% among 360,000; in the data active means inhibition above about 13%, passing the limit was not always enough;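 further: 0% = enzyme with probe and DMSO and 100% = no enzyme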
Target sequence (P0A9M0 whole entry, looked up): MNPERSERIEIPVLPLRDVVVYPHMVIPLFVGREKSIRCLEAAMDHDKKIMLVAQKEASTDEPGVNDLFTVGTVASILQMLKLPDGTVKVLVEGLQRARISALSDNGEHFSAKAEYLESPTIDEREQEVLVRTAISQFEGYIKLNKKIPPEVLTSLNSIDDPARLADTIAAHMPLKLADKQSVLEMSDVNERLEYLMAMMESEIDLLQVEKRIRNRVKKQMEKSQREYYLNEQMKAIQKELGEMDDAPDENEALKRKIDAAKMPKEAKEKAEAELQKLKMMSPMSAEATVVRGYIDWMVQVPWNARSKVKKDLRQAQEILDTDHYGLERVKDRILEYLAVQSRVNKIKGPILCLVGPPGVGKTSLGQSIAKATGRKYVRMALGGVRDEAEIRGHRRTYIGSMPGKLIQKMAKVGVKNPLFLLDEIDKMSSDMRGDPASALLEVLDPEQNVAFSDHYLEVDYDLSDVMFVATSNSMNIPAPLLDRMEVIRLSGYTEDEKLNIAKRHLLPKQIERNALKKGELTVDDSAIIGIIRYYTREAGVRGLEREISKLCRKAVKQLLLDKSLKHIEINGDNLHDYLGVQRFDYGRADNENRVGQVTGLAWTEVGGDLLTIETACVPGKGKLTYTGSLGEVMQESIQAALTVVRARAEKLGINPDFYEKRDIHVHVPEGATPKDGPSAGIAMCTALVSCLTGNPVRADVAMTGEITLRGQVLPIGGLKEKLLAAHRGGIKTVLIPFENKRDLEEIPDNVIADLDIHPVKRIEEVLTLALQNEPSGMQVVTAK
DNMT1 block = DNMT1 (human) enzyme inhibition | DNMT1 molecular beacon, Hinp1I cleavage, fluorescence | inhibition (reported as % activation of signal), % at 10 µM | P26358 | hit rate 0.83% among 360,000; in the data active means inhibition above about 50%
SUMO1 PPI mod = alters human SUMO1 binding to SIM partners | P63165 | SUMO1 binding to a labelled peptide, TR-FRET, 1 h | inhibition, % at 20 µM | hit rate 0.33% among 360,000; in the data active means inhibition above about 37%
Target sequence (P63165 whole entry, looked up): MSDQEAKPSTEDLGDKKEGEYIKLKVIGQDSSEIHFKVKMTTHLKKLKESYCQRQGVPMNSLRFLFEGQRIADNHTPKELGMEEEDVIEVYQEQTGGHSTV
MsrA inhibitor = inhibitors of bovine MsrA; purified bovine MsrA, absorbance read-out; inhibition, % at 15.5 µM; hit rate 0.75% among 360,000; in the data active means inhibition above about 4.5%;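 further: 0% = vehicle wells with enzyme and 100% = reference inhibitor wells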
bovine MsrA act = activators of bovine methionine sulfoxide reductase A. hit rate 0.3% among 360,000. activation, % at 10.6 µM. purified bovine MsrA, absorbance read-out. AID 602163; in the data active means activation above about 7.5%;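 further: 0% = vehicle and 100% = reference activator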
Starred values were filed as active, the others as inactive; x = not tested or not shown.

Below each SMILES: TbMetRS inhib, STEP block, Scp1 inh, CendR NRP1 mod, LMPTP block, eLon inh, DNMT1 block, SUMO1 PPI mod, MsrA inhibitor, bovine MsrA act
COc1ccc(-c2c[n+]3c(n2-c2ccccc2)SCC3)cc1
    -0.4, -1, -1, -9, -1.1, 0, 0, 2, 0.0, 3
N#CCCn1cc(C(=O)O)c(-c2cccs2)n1
    -0.5, -2, -5, 4, -1.2, 3, 0, -5, 0.1, -6
CC(C)(C)c1n[nH]c(=S)n(N)c1=O
    -0.3, 0, 0, -7, -2.1, -3, 2, -1, 0.4, 1
O=C(NCc1ccccc1)c1cccc(OCC(=O)N2CCN(C(=O)c3ccco3)CC2)c1
    -0.3, 5, -5, -4, -1.5, -7, 6, 4, 0.5, -2
CC1CCN(CCCNC(=O)CN2C(=O)CSc3ccc(S(=O)(=O)N4CCOCC4)cc32)CC1
    -0.3, -2, -1, 9, -1.3, -1, 1, 1, -0.2, -5
S=C(NCCCN1CCOCC1)N1CCN(c2ccccc2)CC1
    0.0, 4, -5, 14, -2.6, -2, 3, -1, 0.6, -4
COc1ccc2c(CC(=O)N3CCN(S(=O)(=O)c4cccs4)CC3)coc2c1
    -0.8, 4, 9, 10, 0.8, -6, -3, -1, 2.0, -4
O=C(NNC(=O)c1ccccc1-n1cccc1)c1cccnc1
    -0.2, -2, x, -9, -1.2, -2, 3, 4, 0.8, -6
Cn1ncc2c(Nc3cccc(Cl)c3)nc(Nc3cccc(Cl)c3)nc21
    -0.4, -3, -7, -18, 5.6, -6, -27, 8, 0.4, -1
CC(CCc1ccccc1)NC(=O)c1cccs1 (stereo not drawn)
    -1.3, 1, 3, -6, -1.8, -4, 6, 1, 1.0, -11
Cc1cccc(C(=O)N2CCCC(c3nc(-c4ccc(C)o4)no3)C2)c1 (stereo not drawn)
    0.3, -2, -5, 10, 0.7, 2, -2, -1, -0.5, -4
Cc1cc(C)c(NC(=O)/C=C\C(=O)O)c(Cl)c1
    -0.8, -3, -2, -8, 0.1, -10, 0, -2, -0.4, -4
O=C1CC(/C=C/c2cccnc2)=Nc2ccccc2N1
    -0.7, 1, 1, -5, 4.6, -5, 0, -16, 1.2, -11
N#CCOC(=O)/C=C/c1ccc2c(c1)OCO2
    -0.1, 2, -5, -7, -0.2, -3, 2, 1, 7.0*, -6
C=CCn1c(CNC(=O)c2ccco2)nnc1SCC(=O)N1c2ccccc2Sc2ccccc21
    0.1, 0, 0, 13, -1.0, -9, -3, -4, x, -3
Cc1cccc2cc(CN(C(=O)c3cccc([N+](=O)[O-])c3)C(C)C)c(=O)[nH]c12
    -1.4, -1, -5, -4, -1.0, -8, 3, -17, -0.2, -9
COc1cc(NC(=O)c2cc(S(=O)(=O)N3CCCCC3)c[nH]2)cc(OC)c1
    0.7, 0, -13, -14, -1.0, -5, 24, 5, -0.7, -2
COc1ccc(NC(=S)N2CCC(NC(=O)c3cccc(C)c3)CC2)cc1
    0.4, 2, 5, 8, 1.3, -2, 4, 7, 0.0, -3
COC(=O)c1c(C)[nH]c(C(=O)OC(C)C(=O)N(C)C2CCCCC2)c1C (stereo not drawn)
    -0.4, -2, 0, 7, 2.7, -5, -1, 5, 0.1, -6
COc1ccc(NC(=O)CSc2nccn2-c2ccccc2)cc1
    -0.8, -2, 7, -1, -0.8, -4, 2, -1, -0.4, -8
COc1ccc(C2/C=C\CN(C(=O)Nc3ccc(C(F)(F)F)cc3)CC(=O)N2Cc2ccc(F)cc2)cc1 (stereo not drawn)
    -0.4, 3, -6, 8, 2.4, -6, -2, 0, x, 0
Cc1c(CNCCc2ccccc2Cl)c(C(=O)O)c(C)n1-c1ccccc1
    -0.1, -1, -4, -5, -1.0, -5, 0, 0, 0.7, 0
CC(=O)CCc1ccc(OCCCOc2cccc3cccnc23)cc1
    -0.4, 0, -2, -10, 1.1, -7, 6, -4, -0.2, -11
Cc1sc2ncnc(NCC(O)c3ccccc3)c2c1C (stereo not drawn)
    0.3, -2, -2, 13, 0.5, -5, 0, 10, 1.1, -1
O=C(NCCCn1ccnc1)c1ccc(S(=O)(=O)N2CCOCC2)cc1
    -0.8, 3, -5, 13, -0.6, 20, -1, -2, 1.4, -4
Cn1ccnc1SCCNC(=O)CCc1nnc(CCCCc2ccccc2)o1
    -0.6, 4, -7, -4, -0.5, 4, -1, 1, -0.3, -2
COc1ccc(-c2nc(CN3CCCCC3c3nccn3C)c(C)o2)c(C)c1C (stereo not drawn)
    -0.3, -2, -6, -8, 0.2, -5, -5, -1, 0.1, 3
O=C(NCc1ccccn1)c1ccccc1OCc1ccc(F)cc1
    -0.5, 0, 3, 11, -3.6, 4, 2, 2, 0.3, -7
COc1cccc(SCC2(O)CCN(C(=O)c3ccc(Cl)cc3)CC2)c1
    -0.8, -2, 0, 1, 0.2, 4, 0, -1, -0.7, -8
O=C(Nc1ccc(N2CCCCC2)c(Cl)c1)c1ncn[nH]1
    -0.3, 2, 7, -11, -2.0, -1, 0, -3, 0.5, 3

Profiles, looked up by structure:
`COc1cccc(SCC2(O)CCN(C(=O)c3ccc(Cl)cc3)CC2)c1` is listed with TbMetRS inhib = -0.8; STEP block = -2; Scp1 inh = 0; CendR NRP1 mod = 1; LMPTP block = 0.2; eLon inh = 4; DNMT1 block = 0; SUMO1 PPI mod = -1; MsrA inhibitor = -0.7; bovine MsrA act = -8
`Cc1sc2ncnc(NCC(O)c3ccccc3)c2c1C` (stereo not drawn) is listed with TbMetRS inhib = 0.3; STEP block = -2; Scp1 inh = -2; CendR NRP1 mod = 13; LMPTP block = 0.5; eLon inh = -5; DNMT1 block = 0; SUMO1 PPI mod = 10; MsrA inhibitor = 1.1; bovine MsrA act = -1

Structural class: the compounds so far with an NH in an aromatic ring.
Below each SMILES: TbMetRS inhib, STEP block, Scp1 inh, CendR NRP1 mod, LMPTP block, eLon inh, DNMT1 block, SUMO1 PPI mod, MsrA inhibitor, bovine MsrA act
CC(C)(C)c1n[nH]c(=S)n(N)c1=O
    -0.3, 0, 0, -7, -2.1, -3, 2, -1, 0.4, 1
Cc1cccc2cc(CN(C(=O)c3cccc([N+](=O)[O-])c3)C(C)C)c(=O)[nH]c12
    -1.4, -1, -5, -4, -1.0, -8, 3, -17, -0.2, -9
COc1cc(NC(=O)c2cc(S(=O)(=O)N3CCCCC3)c[nH]2)cc(OC)c1
    0.7, 0, -13, -14, -1.0, -5, 24, 5, -0.7, -2
COC(=O)c1c(C)[nH]c(C(=O)OC(C)C(=O)N(C)C2CCCCC2)c1C (stereo not drawn)
    -0.4, -2, 0, 7, 2.7, -5, -1, 5, 0.1, -6
O=C(Nc1ccc(N2CCCCC2)c(Cl)c1)c1ncn[nH]1
    -0.3, 2, 7, -11, -2.0, -1, 0, -3, 0.5, 3

Continued:
Below each SMILES: TbMetRS inhib, STEP block, Scp1 inh, CendR NRP1 mod, LMPTP block, eLon inh, DNMT1 block, SUMO1 PPI mod, MsrA inhibitor, bovine MsrA act
CCN(c1ccccc1)S(=O)(=O)c1ccc(OC)c(NC(=O)C2CC2)c1
    -0.4, -1, 16, 5, 0.2, 4, 3, 6, -0.5, -8
COc1cc(OC)cc(C(=O)N2CCN(C(=O)c3cccc(F)c3)CC2)c1
    0.0, -1, 6, -6, -0.6, 3, 1, 3, 2.0, -11
NC(=O)c1cccc(NC(=O)CCCCC(=O)Nc2cccc(C(N)=O)c2)c1
    -1.1, 0, -8, 9, -3.1, 1, 2, -4, -1.1, -11
Cc1ccc(OCC(=O)N2CCN(S(=O)(=O)c3ccccc3)CC2)c([N+](=O)[O-])n1
    -0.5, 2, 6, 8, -0.8, -1, 2, -13, 0.4, -1
CS(=O)(=O)c1ccc(SCC(=O)NC2CCS(=O)(=O)C2)c([N+](=O)[O-])c1 (stereo not drawn)
    -0.5, 2, 3, 11, 0.0, 6, 1, -26, 2.0, -2
O=C(CSc1nnc(CNC(=O)c2cccc(C(F)(F)F)c2)o1)NCc1ccco1
    0.5, 1, 14, 10, 0.2, 7, 4, 0, -0.7, -4
CC(C)N(Cc1nnc(-c2ccc(Cl)cc2)o1)C(=O)c1cc2ccccc2o1
    -0.2, 2, -12, 3, 0.9, -9, -5, 5, 0.5, -2
CCN(CC)CCNC(=O)c1ccc(NS(=O)(=O)c2ccc3c(c2)OCCO3)cc1
    2.9, -3, -10, -12, -3.3, 3, -1, -2, -0.3, -2
Nc1ccn([C@@H]2O[C@H](CNCc3ccc(N4CCNCC4)cc3)[C@@H](O)[C@H]2O)c(=O)n1
    0.1, 0, x, 4, -4.2, -12, 0, 1, 0.4, -4
Cc1cccc(C(=O)Oc2ccc(/C=N/NC(=O)c3ccncc3)cc2)c1
    -0.1, 1, -5, -4, 0.1, -5, -4, -2, -0.2, -1
CN=C1SC(CC(=O)Nc2cccc(Cl)c2Cl)C(=O)N1C (stereo not drawn)
    -0.9, 0, 0, 0, 0.1, -5, 2, 17, -0.8, -1
O=C(CNC(=O)c1cccs1)Nc1cccc(S(=O)(=O)N2CCOCC2)c1
    1.9, -2, 7, -3, 0.0, 3, -2, -1, 0.2, -3
O=C(NCCN1CCN(C(=O)c2cccc(Br)c2)CC1)C(=O)Nc1ccc(Br)cc1
    -0.1, -1, -8, 12, 0.9, -5, -3, 1, -1.3, -3
CCn1c(SCC(=O)Nc2ccc(N3CCOCC3)cc2)nnc1-c1ccco1
    -0.3, 0, -1, 10, -1.6, 27*, 1, 2, 1.1, -5
O=C(C1CC1)N(Cc1ccco1)c1nc(-c2ccccc2)cs1
    -0.3, 4, -11, -3, 2.5, 5, -9, 0, -1.1, -2
Cc1ccn2c(C(=O)CSc3ccc(Cl)cc3Cl)c(C)nc2c1
    -0.9, 2, 1, 1, 2.6, 1, 24, 0, x, -2
O=C(Nc1cc(Cl)cc(Cl)c1)N1CCCC1
    -0.1, 3, -11, -1, -0.4, 1, -1, 9, 0.1, -1
CCCCOC(=O)NCN1C(=O)C2C3C=CC(C3)C2C1=O (stereo not drawn)
    0.7, -7, 3, 5, -0.7, -7, 0, 0, 0.1, -1
CCCn1c(C)cc(C(=O)Cn2nnc3ccccc3c2=O)c1C
    -0.3, 0, -12, 2, -0.9, -1, -1, -18, 1.2, -2
CC(C)(C)c1ccc(OCC(=O)N2CCN(c3ncccn3)CC2)cc1
    -0.4, 3, 1, 1, 0.3, -15, -1, 1, x, -5
CCCCC(CC)CNC(=O)CC1Nc2c3ccccc3nc(=S)n2C1=O (stereo not drawn)
    -0.2, 2, 2, 1, -0.3, -5, 2, 1, 1.9, 1
CS(=O)(=O)N(CC(=O)N1CCc2ccccc2C1)c1ccccc1F
    0.8, -9, -19, -2, -0.8, -11, 0, -7, 0.0, -3
